NPSR antagonist: neuropeptide S receptor (human) antagonism, cAMP; CHO-NPSR cells, cAMP TR-FRET, antagonist mode; hit rate 1% among 220,000; Potency, µM (doses to about 38.3 µM), for the others: at the highest dose activity change, negative = inhibition, most hits filed as inhibitors; AID 1461; Q6W5P4; note: potency is the fitted concentration of half-maximal effect; % is set by controls: 0 for no effect and ±100 for the full control effect; nearly all actives have a fitted effect of over 50% in size; many of its hits are not listed in these tables
Target sequence (Q6W5P4 whole entry, looked up): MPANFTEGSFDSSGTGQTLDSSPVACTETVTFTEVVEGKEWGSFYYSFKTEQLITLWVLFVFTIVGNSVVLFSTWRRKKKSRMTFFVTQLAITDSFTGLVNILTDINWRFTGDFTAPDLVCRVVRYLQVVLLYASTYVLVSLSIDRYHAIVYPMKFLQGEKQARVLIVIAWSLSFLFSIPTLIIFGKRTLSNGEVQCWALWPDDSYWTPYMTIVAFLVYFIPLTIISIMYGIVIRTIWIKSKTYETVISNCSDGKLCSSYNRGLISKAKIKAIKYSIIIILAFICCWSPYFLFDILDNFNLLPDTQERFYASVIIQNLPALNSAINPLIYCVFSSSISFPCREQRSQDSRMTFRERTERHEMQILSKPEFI
KinaseGlo FLuc: Kinase-Glo luciferase inhibition (counter-screen). hit rate 0.28% among 200,000. Kinase-Glo luciferase, ATP luminescence, 8 min. Potency, µM (doses to about 38.3 µM), without a hit: at the top dose activity change, negative = inhibition, usual class: inhibitors; note: potency is the fitted concentration of half-maximal effect; % is set by controls: 0 for no effect and ±100 for the full control effect; nearly all actives have a fitted effect of over 60% in size
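Light output from Kinase-Glo luciferase with luciferin and 10 uM ATP in 50 mM imidazole pH 7.2, KCl, MgCl2, Tween 20, BSA; compound pin-delivered, 8-min ambient incubation, then luminescence read.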
IMPase Li cell: cell-permeable IMPase inhibitors with lithium potentiation; AID 1457; hit rate 0.35% among 210,000; Potency, µM (series often up to 59.4 µM), for inactives: at the top dose activity, negative = IMPase inhibition, most hits filed as inhibitors; CHO-M1 cells, IP1 TR-FRET (IP-One), carbachol + lithium;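 note: IP1 builds up when IMPase is blocked and the TR-FRET signal falls; potency is the fitted concentration of half-maximal effect; plate controls were basal vehicle for no effect and high inhibitor control for full effect; nearly all actives have a fitted effect of over 50% in size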
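CHO-M1, 2000 cells/well, 16–30 h culture; cpd + low Li+, 30 min 37C; lysis with d2-IP1/Eu-anti-IP1 Ab, 10 min RT; TR-FRET 665/620 ratio and 620 channel; AC50 via Hill.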
Epigenetic reg: regulators of epigenetic silencing causing reporter derepression in mouse cells; murine LDR cells, GFP reporter derepression, 30 h; Potency, µM (highest dose often 53.9 µM), without a hit: at the highest dose GFP activation, actives largely listed as activators; hit rate 0.2% among 280,000; note: potency is the fitted concentration of half-maximal effect; % of control where 0% means no effect; nearly all actives have a fitted effect of over 60% in size
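Readout is the number of GFP-expressing murine LDR cells, counted by cytometry following washing. Cells were treated with compound for 30 h at 37 C; the stably integrated CMV-GFP locus is normally silent.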
CBFb RUNX1 block: inhibitors of human CBF-beta and RUNX1 interaction; Q01196+Q13951; 230,000 tested, under 10 active; AlphaScreen CBFb-His/RUNX1-biotin binding, biochemical; Potency, µM (series often up to 59.8 µM), inactives show top-dose activity, negative = inhibition, usual class: inhibitors; note: % of control where 0% means no effect
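Proteins preincubated together for 20 min at RT before compound addition; 15 min later, nickel and streptavidin beads were added and left 90 min prior to AlphaScreen measurement.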
GLA spleen mod: inhibitors or activators of human alpha-galactosidase in spleen homogenate. Potency, µM (titrated, usually from 80 µM), without a hit: at the highest dose activity change, negative = inhibition, hits mostly inhibitors. human spleen homogenate, 4MU-alpha-Gal fluorescence, 40 min. AID 2107. P06280. hit rate 0.008% among 240,000;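 note: potency is the fitted concentration of half-maximal effect; 0% = enzyme with vehicle and -100% = no enzyme basal signal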
Target sequence (P06280 32-429 limits assumed): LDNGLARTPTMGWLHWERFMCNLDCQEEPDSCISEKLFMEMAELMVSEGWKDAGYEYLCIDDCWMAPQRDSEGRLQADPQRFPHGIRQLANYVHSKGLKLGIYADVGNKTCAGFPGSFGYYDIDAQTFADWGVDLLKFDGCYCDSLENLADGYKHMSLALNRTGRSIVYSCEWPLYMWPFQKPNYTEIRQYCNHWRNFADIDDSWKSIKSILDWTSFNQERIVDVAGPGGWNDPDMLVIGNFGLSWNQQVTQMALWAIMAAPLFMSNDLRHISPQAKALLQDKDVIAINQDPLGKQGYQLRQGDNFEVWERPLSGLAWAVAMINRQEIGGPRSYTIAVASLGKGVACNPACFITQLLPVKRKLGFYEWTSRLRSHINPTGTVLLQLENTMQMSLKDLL
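Human spleen homogenate (1 ug) as enzyme source, 4-methylumbelliferyl-alpha-D-galactopyranoside 1 mM final, citrate/phosphate pH 5.0 with 0.01% Tween-20. Compounds 40 min at 37C, NaOH/glycine stop; fluorescence Ex 365/Em 440, Hill-fit AC50.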
Lamin A splicing: LMNA splicing modulation; HeLa LMNA splicing GFP/RFP minigene ratio, 48 h; Potency, µM (titrated, usually from 46.1 µM), inactives show top-dose ratio change, negative = inhibition, usual class: inhibitors; hit rate 0.01% among 200,000; active = well fitted inhibition curve with a large enough effect in the signal ratio, with a control signal flat, not every such curve was filed as active; inconclusive = small, poorly fitted or top-dose-only effect, or effect the other way, or a change in a side signal; the % refers to the signal ratio; note: potency is the fitted concentration of half-maximal effect; % is set by controls: 0 for no effect and ±100 for the full control effect
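Read-out is the ratio of GFP to DsRed2 object intensity, acquired by 488 nm laser-scanning cytometry on HeLa lamin A-EGFP minigene reporter cells. Compound incubation 48 hrs at 37 °C in Opti-MEM with 2% FBS; DMSO 0.5% final.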
Starred values were filed as active, the others as inactive; & = joins results of further samples; [ ] = dose if it differs, or a comment. Unless noted, calls come from the whole dose curve; as a rule, active = well fitted curve in the direction sought with a large enough effect; inconclusive = small, poorly fitted or top-dose-only effect, or another doubt; inactive = no such curve, though single readings can be large; an effect the other way counts as inactive or inconclusive. This is a subset. The share of hits here may be higher or lower than overall.

Results for CCN(CCCNC(=O)CC(C(=O)N1CCc2ccccc21)n1ccnc1)c1cccc(C)c1 (centres undefined) ?
NPSR antagonist: inconclusive; KinaseGlo FLuc: -3%; IMPase Li cell: 1%[38.3 µM]; Epigenetic reg: -4.3%; CBFb RUNX1 block: inconclusive; GLA spleen mod: -8%; Lamin A splicing: inconclusive

What do the screens show for `C=CCn1c2ccccc2c2nnc(SC(CC)C(=O)Nc3sc4c(c3C#N)CCCC4)nc21` (centres undefined)?
NPSR antagonist: -19%[46.1 µM]; KinaseGlo FLuc: -1%; IMPase Li cell: 16%[38.3 µM]; Epigenetic reg: -1.0%; CBFb RUNX1 block: -1%; GLA spleen mod: 7%; Lamin A splicing: -3%

Results for CCOc1ccc(CNC(=S)N/N=C\c2ccc([N+](=O)[O-])cc2)cc1 ?
NPSR antagonist: 0%[46.1 µM]; KinaseGlo FLuc: -1%; IMPase Li cell: 14%[38.3 µM]; Epigenetic reg: 0.0%; CBFb RUNX1 block: -12%; GLA spleen mod: -7%; Lamin A splicing: -8%

What do the screens show for `COC(=O)c1sccc1OCc1cccc(OC)c1`?
NPSR antagonist: 49%; KinaseGlo FLuc: -4%; IMPase Li cell: -1%; Epigenetic reg: 0.3%; CBFb RUNX1 block: 6%; GLA spleen mod: 4%

Results for CCn1c(SCC(=O)NCc2cccs2)nc2c1c(=O)n(C)c(=O)n2C ?
NPSR antagonist: -4%[46.1 µM]; KinaseGlo FLuc: -2%; IMPase Li cell: -1%[38.3 µM]; Epigenetic reg: -0.9%; CBFb RUNX1 block: 4%; GLA spleen mod: -2%; Lamin A splicing: -10%

How did CCC1(C)NC(=O)N(CC(=O)Nc2sc3c(c2C(=O)OC)CCCCC3)C1=O (centres undefined) do in these assays?
NPSR antagonist: 0%; KinaseGlo FLuc: 2%; IMPase Li cell: -12%; Epigenetic reg: 0.0%; CBFb RUNX1 block: 0%; GLA spleen mod: -6%; Lamin A splicing: -1%

Results for [O-][n+]1onc2c3ccnnc3ccc21 ?
NPSR antagonist: -5%[46.1 µM]; Epigenetic reg: -0.2%; CBFb RUNX1 block: -6%; GLA spleen mod: -2%; Lamin A splicing: -1%

What do the screens show for `O=[N+]([O-])c1cc(C(F)(F)F)ccc1NN=C1CCCC1`?
NPSR antagonist: 1%; KinaseGlo FLuc: -1%; IMPase Li cell: 3%; Epigenetic reg: -1.9%; CBFb RUNX1 block: -5%; GLA spleen mod: 0%; Lamin A splicing: -7%

Results for CCn1c(O)c(N=NC(=S)NCC2CCCO2)c2ccccc21 (centres undefined) ?
NPSR antagonist: 7.9µM*; KinaseGlo FLuc: 2%; IMPase Li cell: 2%; Epigenetic reg: inconclusive; CBFb RUNX1 block: inconclusive; GLA spleen mod: -7%; Lamin A splicing: inconclusive

What do the screens show for `O=[N+]([O-])c1nn(-c2ccc3c(c2)OCCO3)n(O)c1=Nc1ccccc1`?
NPSR antagonist: -4%; KinaseGlo FLuc: -1%; IMPase Li cell: 1%; Epigenetic reg: 0.1%; CBFb RUNX1 block: 10%; GLA spleen mod: -2%; Lamin A splicing: inconclusive

How did CCCCOCCCNC(=O)c1ccc(NC(C)=O)cc1 do in these assays?
NPSR antagonist: -1%[46.1 µM]; KinaseGlo FLuc: -3%; IMPase Li cell: 1%[38.3 µM]; Epigenetic reg: 0.1%; CBFb RUNX1 block: 3%; GLA spleen mod: 3%; Lamin A splicing: 2%

How did COc1cccc(OCc2nnc(SCC(=O)NNC(=O)C3CCCCC3)n2C)c1 do in these assays?
NPSR antagonist: 14%; KinaseGlo FLuc: -1%; IMPase Li cell: -8%; Epigenetic reg: -0.4%; CBFb RUNX1 block: 14%; GLA spleen mod: -5%; Lamin A splicing: 8%[46 µM]

What do the screens show for `CCCn1c(NCc2ccco2)nc2ccccc21`?
NPSR antagonist: -4%[46.1 µM]; KinaseGlo FLuc: 0%; IMPase Li cell: 21%[38.3 µM]; Epigenetic reg: -1.1%; CBFb RUNX1 block: 12%; GLA spleen mod: -7%; Lamin A splicing: 11%

Results for O=S(=O)(Nc1ccccc1N1CCOCC1)c1ccc(Cl)s1 ?
NPSR antagonist: -8%[46.1 µM]; KinaseGlo FLuc: 2%; IMPase Li cell: 7%[38.3 µM]; Epigenetic reg: 0.9%; CBFb RUNX1 block: 3%; GLA spleen mod: -6%; Lamin A splicing: 14%

How did Cc1ccc(N2CC(C(=O)Nc3nnc(SCC(=O)Nc4cc(C)on4)s3)CC2=O)cc1 (centres undefined) do in these assays?
NPSR antagonist: 8%; KinaseGlo FLuc: -2%; IMPase Li cell: -8%; Epigenetic reg: -1.3%; CBFb RUNX1 block: 1%; GLA spleen mod: -4%; Lamin A splicing: 4%

What do the screens show for `Cc1ccc2nnnc(-c3ccccc3)c2c1`?
NPSR antagonist: 7%; KinaseGlo FLuc: -1%; IMPase Li cell: -9%; Epigenetic reg: -6.9%; CBFb RUNX1 block: -5%; GLA spleen mod: 1%; Lamin A splicing: inconclusive

What do the screens show for `O=C(CSc1ncccn1)NCc1ccc(F)cc1`?
NPSR antagonist: 11%[46.1 µM]; KinaseGlo FLuc: 2%; IMPase Li cell: 9%[38.3 µM]; Epigenetic reg: -2.9%; CBFb RUNX1 block: -6%; GLA spleen mod: 12%; Lamin A splicing: 3%

What do the screens show for `Cc1cc([N+](=O)[O-])ccc1NC(=S)NC(=O)Cc1ccccc1`?
NPSR antagonist: -16%[46.1 µM]; KinaseGlo FLuc: -6%; IMPase Li cell: 20%[38.3 µM]; Epigenetic reg: 1.5%; CBFb RUNX1 block: -17%; GLA spleen mod: -1%; Lamin A splicing: 23%

How did CC(OC(=O)CNC(=O)c1ccc2c(c1)OCO2)C(=O)NCCC1=CCCCC1 (centres undefined) do in these assays?
NPSR antagonist: -5%[7.67 µM]; KinaseGlo FLuc: 0%; IMPase Li cell: 3%[38.3 µM]; Epigenetic reg: 1.6%; CBFb RUNX1 block: 3%; GLA spleen mod: 5%; Lamin A splicing: -4%

Results for COc1ccccc1NC(=O)CN1C(=O)NC2(CCCCCCC2)C1=O ?
NPSR antagonist: 7%; KinaseGlo FLuc: 3%; IMPase Li cell: -1%; Epigenetic reg: 0.0%; CBFb RUNX1 block: 18%; GLA spleen mod: 0%; Lamin A splicing: inconclusive

How did Cn1c(SCC(=O)Nc2cc(=O)n(C)c(=O)n2C)nnc1-c1cccs1 do in these assays?
NPSR antagonist: 2%[46.1 µM]; KinaseGlo FLuc: 0%; IMPase Li cell: 21%[38.3 µM]; Epigenetic reg: -1.0%; CBFb RUNX1 block: 5%; GLA spleen mod: -4%; Lamin A splicing: -8%

Results for CC(C)CNC(=O)COC(=O)CCC(=O)c1ccc(F)cc1 ?
NPSR antagonist: -8%[46.1 µM]; KinaseGlo FLuc: 0%; IMPase Li cell: 21%[38.3 µM]; Epigenetic reg: -1.0%; CBFb RUNX1 block: 2%; GLA spleen mod: -3%; Lamin A splicing: 4%

Results for COCCCNC(=O)CN(Cc1ccc(Cl)cc1)S(C)(=O)=O ?
NPSR antagonist: -5%[46.1 µM]; KinaseGlo FLuc: 4%; IMPase Li cell: 1%[38.3 µM]; Epigenetic reg: 0.0%; CBFb RUNX1 block: 22%; GLA spleen mod: -3%; Lamin A splicing: -4%

How did COc1cc(S(=O)(=O)NC2CCCC2)ccc1Cl do in these assays?
NPSR antagonist: -8%[46.1 µM]; KinaseGlo FLuc: -1%; IMPase Li cell: 21%[38.3 µM]; Epigenetic reg: -0.2%; CBFb RUNX1 block: 7%; GLA spleen mod: -5%; Lamin A splicing: -3%

How did Cc1ccc(N(CC(=O)Nc2cc(C)cc(C)c2)S(=O)(=O)c2cccc3nonc23)cc1 do in these assays?
NPSR antagonist: -22%[46.1 µM]; KinaseGlo FLuc: -3%; IMPase Li cell: 25%[38.3 µM]; Epigenetic reg: 1.7%&0.0%; CBFb RUNX1 block: -24%; GLA spleen mod: 0%; Lamin A splicing: -7%

What do the screens show for `COc1cccc(/C=C2\SC(=S)N(CC3CCCO3)C2=O)c1` (centres undefined)?
NPSR antagonist: -11%; KinaseGlo FLuc: 1%; IMPase Li cell: 1%; Epigenetic reg: 0.0%; CBFb RUNX1 block: inconclusive; GLA spleen mod: -1%; Lamin A splicing: -3%

What do the screens show for `CC(C)N(CCNC(=O)c1cn(C)c2ccc(S(=O)(=O)N(C)C)cc2c1=O)Cc1ccccc1`?
NPSR antagonist: -3%[46.1 µM]; KinaseGlo FLuc: 4%; IMPase Li cell: -14%[38.3 µM]; Epigenetic reg: 3.1%; CBFb RUNX1 block: 1%; GLA spleen mod: -3%; Lamin A splicing: -3%

What do the screens show for `COc1cccc(C(c2nnnn2C(C)(C)C)N2CCN(C3CCCCC3)CC2)c1OC` (centres undefined)?
NPSR antagonist: -20%[46.1 µM]; KinaseGlo FLuc: 2%; IMPase Li cell: 10%[38.3 µM]; Epigenetic reg: 2.2%; CBFb RUNX1 block: -6%; GLA spleen mod: -3%; Lamin A splicing: 0%

How did CCOC(=O)c1sc(NC(=O)c2cc3c(s2)CCC(C)C3)nc1C (centres undefined) do in these assays?
NPSR antagonist: inconclusive; KinaseGlo FLuc: -2%; IMPase Li cell: inconclusive; Epigenetic reg: -3.0%; CBFb RUNX1 block: -1%; GLA spleen mod: -2%; Lamin A splicing: 6%

How did COc1ccc(NC(=O)N2CC3(CCNCC3)C2)cc1 do in these assays?
KinaseGlo FLuc: -1%; IMPase Li cell: -2%; GLA spleen mod: 3%

Results for Cc1ccc(-n2cc(CN3CCNC(=O)CC3)c(-c3ccc(F)cc3)n2)cc1 ?
NPSR antagonist: inconclusive; Epigenetic reg: 0.1%; CBFb RUNX1 block: 8%; GLA spleen mod: -6%

How did Cc1ccc(-c2nc3cc(NS(=O)(=O)c4ccc(C)cc4)ccc3o2)cc1 do in these assays?
NPSR antagonist: -27%[46.1 µM]; KinaseGlo FLuc: -7%; IMPase Li cell: -10%[38.3 µM]; Epigenetic reg: -3.7%; CBFb RUNX1 block: -1%; GLA spleen mod: 9%; Lamin A splicing: -9%

What do the screens show for `Cc1noc(C)c1S(=O)(=O)N1CCCC(C(=O)NCCC2=CCCCC2)C1` (centres undefined)?
NPSR antagonist: -6%[46.1 µM]; KinaseGlo FLuc: -3%; IMPase Li cell: -4%[38.3 µM]; Epigenetic reg: -1.1%; CBFb RUNX1 block: 2%; GLA spleen mod: 5%; Lamin A splicing: inconclusive

Screens: PubChem BioAssay, National Center for Advancing Translational Sciences (NCATS)
